Screening results (PubChem BioAssay)
Hsp70 inhibitors: Hsp70 inhibitors, probe displacement, primary screen, biochemical, fluorescence polarization (AID 583) | Hsp70 fluorescence polarization probe displacement, mP; higher % means a stronger effect | one-dose displacement, % at 20 µM; IC50 in µM for titrated hits | actives 0.06% (n = 140,000); in the data active means displacement above about 50%;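 further: plate controls were vehicle for no effect and reference ligand for full effect; a part of the inactive calls stands beside numbers as strong as those of hits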
MKP-3 inhibition: inhibition of rat DUSP6 enzyme activity – biochemical, in vitro, primary screen (AID 425) | recombinant MKP-3 phosphatase activity, fluorescence; higher % means a stronger effect | inhibition, % at 20 µM, or IC50 in µM where a hit was titrated | actives 0.17% (n = 110,000); in the data active means inhibition above about 50%;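 further: plate controls were vehicle for no effect and reference inhibitor for full effect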
An asterisk follows results filed as active; x = not tested or not shown; & = joins results of further samples. These rows are one share of the data; the hit share may differ from the screen's.

SMILES	Hsp70 inhibitors	MKP-3 inhibition
CC(C)C(NC(=O)CN(c1cccc(F)c1)S(C)(=O)=O)C(C)C	5.1%	x
COc1cc(/C=C(\C#N)C(=O)NCc2ccco2)c(Br)c(Br)c1O	-4.9%	1%
CCc1ccc(N2C(=O)/C(=C/c3cc(C)n(-c4cccnc4)c3C)C(=O)NC2=S)cc1	-5.3%	-2%
COc1ccc(OC)c(/C=C2\C(=O)NC(=O)N(c3ccccc3)C2=O)c1	0.9%	1%
CCCNC(=O)CC(NS(=O)(=O)c1ccc(Cl)cc1)c1ccco1 (stereo not given)	-2.9%	1%
NC(=O)NC(c1ccc(Cl)cc1)c1ccccc1Cl (stereo not given)	5.1%	-1%
O=C(Nc1ccc2c(c1)OCO2)C1COc2ccccc2O1 (stereo not given)	1.4%	-13%
O=C(NCc1ccccc1)NC(=O)c1ccncc1	1.6%	-2%&0%
Cc1ccc(NC(=O)CC2Nc3ccccc3NC2=O)cc1Cl (stereo not given)	-2.2%	1%&3%
CCCOC(=O)c1c(NC(=O)c2cc3ccccc3oc2=O)sc2c1CCC(C)C2 (stereo not given)	-0.7%	3%
CCCN1C(=O)c2ccccc2NC1c1ccccc1F (stereo not given)	1.1%	-3%
O=C(CN1C2CCC1CC(NC(=O)NC1CCCCC1)C2)NC1CC1 (stereo not given)	-1.0%	1%
Cc1ccc(/C=C/C(=O)Nc2ccc(F)cc2F)o1	2.6%	5%
COCCn1c(NCc2ccccc2)nc2c1c(=O)[nH]c(=O)n2C	4.8%	-2%
Cc1cc(OCc2nc(-c3ccc(Cl)cc3Cl)no2)ccc1Br	2.8%	-3%
CCOc1ccc(NC(=O)c2ccc(F)c(S(=O)(=O)N3CCN(c4ccccn4)CC3)c2)cc1	3.6%	-2%
Cc1ccc(-c2csc(NC(=O)c3cccc(S(=O)(=O)N4CCN(C)CC4)c3)n2)cc1	-5.3%	-11%
O=C1C(=O)N(c2cccnc2)C(c2ccccc2[N+](=O)[O-])/C1=C(\O)c1ccc(Cl)cc1 (stereo not given)	9.5%	1%
Cc1cc(OCC(=O)Nc2ccc(Cl)cn2)ccc1Cl	-0.5%	-2%
COc1ccc(-n2cnnc2SCC(=O)c2cc(C)n(Cc3cccs3)c2C)cc1	-55%	-16%
CNC(=O)NC1CCCCc2sccc21 (stereo not given)	0.5%	-12%
CC1=CC=CC2=NC(=O)CC(C)(C(=O)N(CC(=O)NC3CCCC3)c3ccccc3C)N12 (stereo not given)	10%	x
CCOC(=O)CCC(=O)N1CCOCCOCCN(C(=O)CCC(=O)OCC)CCOCC1	-2.7%	x
O=C1Nc2ccccc2C12NCCc1c2[nH]c2ccccc12 (stereo not given)	-1.5%	x
COc1ccc(N2CCN(C(=O)CCc3nc(-c4ccc(C)cc4)no3)CC2)cc1	0.9%	x

Further results
SMILES	Hsp70 inhibitors	MKP-3 inhibition
O=C1C2=C(Nc3[nH]n(-c4ccccc4)c(=O)c3C2c2ccccc2)c2ccccc21 (stereo not given)	6.4%	-8%
COc1cccc(/C=N/n2c(-c3ccccc3)n[nH]c2=S)c1	1.2%	0%
CCc1ccc(C2CC(=O)N3CN(c4ccccc4)CSC3=C2C#N)cc1 (stereo not given)	-2.4%	-2%
Cc1ccc2nc3c(c(N)c2c1)CCN3c1ccccc1	3.4%	-1%
COc1ccc(-n2c(Cc3cccn3C)nnc2SCC(=O)NCc2ccc(F)cc2)cc1	4.8%	2%
CCCOc1cccc(C2C3=C(CC(C)(C)CC3=O)Nc3ccccc3N2C(=O)CC)c1 (stereo not given)	-2.3%	3%
O=C(C(c1ccccc1)c1ccccc1)N1CCN(Cc2ccccc2[N+](=O)[O-])CC1	2.6%	1%
CC1Oc2ccccc2N(CC(=O)NCC2CCCO2)C1=O (stereo not given)	-1.6%	-9%
COc1ccc(Br)cc1CN1CCN(Cc2cccnc2)CC1	-6.3%	2%
O=C(CSCCO)Nc1ccc(C2CCCCC2)cc1	3.8%	-9%
Cc1ccc(OCCCCN2CCC(C)CC2)cc1C	-0.1%	1%
CCOC(=O)C(C)CC(C)C(=O)N1CCOCCOCCN(C(=O)C(C)CC(C)C(=O)OCC)CCOCC1 (stereo not given)	-0.8%	x
O=C(O)CC(C(=O)Nc1cccc(C(F)(F)F)c1)C1CCCO1 (stereo not given)	6.9%	-8%
Cn1c(C(=O)NC2CCCCC2)cc2c(=O)n(C)c3ccccc3c21	-1.8%	-6%
CC(=O)c1cccc(NC(=O)CN2C(=O)NC3(CCCCCCC3)C2=O)c1	1.7%	-10%
Cn1ncc(Cl)c1C(=O)Nc1ccc(Cl)cn1	0.9%	x
Cc1ccc(OCC(=O)Nc2ccc(C(=O)Nc3cccc(O)c3)cc2)cc1C	-6.3%	3%
FC(F)(F)c1nnc2ccc(NCn3nnc4ccccc43)nn12	5.2%	6%
O=C(/C=C/c1cn(-c2ccccc2)nc1-c1ccc(Cl)cc1)c1cccs1	-0.7%	3%
Cn1c(Cc2ccccc2)nnc1SCC(=O)Nc1ccc2c(c1)OCO2	5.0%	-10%
Cc1ccc(SCCNC(=O)c2cccc(Cl)c2)cc1	-6.8%	1%
COc1ccccc1N(S(=O)(=O)c1ccccc1)S(=O)(=O)c1ccccc1	-3.2%	4%
CCOC(=O)c1c(NC(=O)c2noc3c2CCCC3)sc(C)c1C	-5.6%	-1%
Cc1ccc(N(CC(=O)NCC2CCCO2)C(=O)CCC(=O)Nc2ccccn2)cc1C (stereo not given)	-1.6%	x
CC(=O)OC(C)(CCC(C)(OC(C)=O)C(C)=O)C(C)=O (stereo not given)	0.5%	-14%

4 compounds out of the list, sorted by number of heavy atoms, rising.
SMILES	Hsp70 inhibitors	MKP-3 inhibition
CNC(=O)NC1CCCCc2sccc21 (stereo not given)	0.5%	-12%
Cn1ncc(Cl)c1C(=O)Nc1ccc(Cl)cn1	0.9%	x
COc1ccc(Br)cc1CN1CCN(Cc2cccnc2)CC1	-6.3%	2%
CCOC(=O)CCC(=O)N1CCOCCOCCN(C(=O)CCC(=O)OCC)CCOCC1	-2.7%	x

Later entries.
SMILES	Hsp70 inhibitors	MKP-3 inhibition
COc1ccccc1NC(=O)CC1S/C(=N\N=C(/C)c2ccc(F)cc2)NC1=O (stereo not given)	1.1%	0%
CNC(=O)CN(c1cc(C)ccc1C)S(C)(=O)=O	10%	-11%
CC1=C(C(=O)Nc2ccccc2)C(c2ccco2)C(C#N)=C(SCC(=O)OC(C)C)N1 (stereo not given)	-4.1%	-6%
CC(C)(C)NC(=O)C1CCC(C)(C(=O)O)C1(C)C (stereo not given)	0.8%&-4.7%	0%&0%
C=CCN1C(=O)/C(=C\c2ccc(-c3ccc([N+](=O)[O-])cc3Br)o2)C(=O)NC1=S	-1.8%	15%
COc1ccccc1CN1C(=O)CN(C2CCCC2)C(=O)C1c1ccc(F)cc1 (stereo not given)	7.1%	-3%
C/C(CC(=O)Nc1ccccc1Cl)=N\NC(=O)c1ccco1	0.0%	2%
Cc1nn(-c2ccccc2)c(C)c1C(=O)OCC(=O)N1c2ccccc2NC(=O)C1(C)C	-4.6%	x
CCOC(=O)CCn1c(CC(=O)OCC)nc2ccccc21	-1.1%	2%
CC(C)(C)c1cc(CN2CCN(CCO)CC2)cc(C(C)(C)C)c1O	-1.8%	0%
Cc1cc2ncn(CC(O)COC3CCCCC3)c2cc1C (stereo not given)	-1.7%	-12%
O=[N+]([O-])/C=C/c1c(OCc2ccccc2)ccc2ccccc12	22%	x
COCCCNC(=O)CN(c1cccc([N+](=O)[O-])c1)S(=O)(=O)c1ccccc1	-4.9%	-2%
Cn1nnnc1SCC(=O)N1CCN(Cc2ccccc2)CC1	-0.3%	-4%
O=C(CNC(=O)C12CC3CC(CC(C3)C1)C2)NC1=NCCS1	1.9%	-6%
O=C(NCCN1CCOCC1)c1ccc(CS(=O)(=O)Cc2ccccc2F)o1	-2.0%	0%
O=C(NC(N1CCCCC1)C(Cl)(Cl)Cl)c1ccc(Cl)cc1Cl (stereo not given)	-6.6%	0%
CN1CCN(c2ccccc2NC(=O)C(Cc2ccccc2)n2cccc2)CC1 (stereo not given)	3.4%	9%
O=c1oc2ccc3ccccc3c2c2c1SC(C(F)(F)F)C2 (stereo not given)	-0.6%	x
CCOc1ccc(OCc2ccc(C(=O)Nc3cccnc3)o2)cc1	-3.4%	x
C/C=C/COC(=O)C1=C(C)NC(=O)NC1c1ccc(Br)cc1 (stereo not given)	-3.9%	0%
O=C(Nc1sc2c(c1-c1nc3ccccc3[nH]1)CCCC2)C1CCCC1	1.8%	x
O=C(NO)c1ccc(C(=O)N(C2CCCCC2)C2CCCCC2)cc1	0.0%	-2%
Cc1ccc(N2C(=O)CC3(CC4C=CC3C4)C2=O)cc1 (stereo not given)	-0.2%	3%
COc1cc2c(cc1NC(=O)CC1SC(N3CCCC3)=NC1=O)oc1ccccc12 (stereo not given)	9.4%	-13%

(further entries)
SMILES	Hsp70 inhibitors	MKP-3 inhibition
CCOC(=O)c1ccc(NS(=O)(=O)c2c(C)n(C)c(=O)n(C)c2=O)cc1	-1.5%	3%
CCCCOc1ccccc1C1C(C(=O)OC)=C(C)N(C)C(C)=C1C(=O)OC	-6.4%&1.1%	-11%&-2%
O=[N+]([O-])c1ccc(O)c(-c2nc(-c3ccccc3)c(-c3cccs3)[nH]2)c1	-1.4%	-3%
Cc1ccc(C)c(C(=O)COC(=O)c2ccc(Br)o2)c1	x	-16%
Cc1noc(C)c1COC(=O)CCN1c2ccccc2Sc2ccccc21	4.8%	2%
CCOc1ccc(CCNC(=O)CCn2cccc2)cc1OCC	-1.6%	-5%
O=C(Nn1cnc2ccccc2c1=O)C1CCCCC1	-0.8%	10%
O=C(COc1cc(Cl)c(Cl)cc1Cl)Nn1cnnc1	3.3%	-8%
Cc1cc(SCC(=O)c2cc3ccccc3o2)nc2ccccc12	-3.3%	x
CC1CCN(CCCNC(=O)c2ccc3c(=O)n(CCc4ccccc4)c(=O)[nH]c3c2)CC1	7.7%	x
CC(C)CCn1nnnc1C(c1ccccc1)N1CCN(C)CC1 (stereo not given)	4.6%	-10%
CC(=O)c1c(C)n(-c2ccc(Cl)cc2)c2ccc(O)cc12	8.5%	-3%
CC(C)(C)NC(=O)CSc1nnc(C2CC2)n1Cc1ccccc1	1.7%	-11%
CCCC1COC(Cn2cncn2)(c2ccc(C)cc2)O1 (stereo not given)	3.0%	-3%
c1ccc(-c2nc(N3CCCCCC3)nc(-n3ccnc3)n2)cc1	5.2%	-7%
Cn1c(Cn2c(=O)sc3ccccc32)nnc1SCc1ccccc1F	-3.5%	-2%
O=C1OC2CCC1(c1ccccc1)C2 (stereo not given)	5.8%	-12%
Cc1ccc(-c2ccccc2)n1-c1cccc2cccnc12	6.0%	-1%
O=C(Nc1ccc(F)cc1F)c1ccc(Cl)cc1	2.1%	0%
COc1c(S(=O)(=O)N2CCCCC2)ccc2c(S(=O)(=O)N3CCCCC3)cccc12	0.4%	-2%
CCc1ccc(/C=C(/NC(C)=O)C(=O)O)s1	1.5%	-3%
Cn1c(C(=O)NCCCN2CCN(c3ccc(F)cc3)CC2)cc2c(=O)n(C)c3ccccc3c21	x	-2%
O=C(CSc1nnc(-c2ccccc2)n1-c1ccccc1)N/N=C/C=C/c1ccccc1	-6.5%	2%
COc1cccc(OCCNS(=O)(=O)c2ccc3ccccc3c2)c1	-9.0%	-2%
Fc1ccc(-c2cc(-c3ccccc3)nc(N/N=C\c3ccco3)n2)cc1	2.6%	5%

Single records (already shown):
`Cn1c(C(=O)NC2CCCCC2)cc2c(=O)n(C)c3ccccc3c21` is listed as Hsp70 inhibitors = -1.8%; MKP-3 inhibition = -6%
`Cc1cc(SCC(=O)c2cc3ccccc3o2)nc2ccccc12` is listed as Hsp70 inhibitors = -3.3%; MKP-3 inhibition = x
`CCc1ccc(C2CC(=O)N3CN(c4ccccc4)CSC3=C2C#N)cc1` (stereo not given) is listed as Hsp70 inhibitors = -2.4%; MKP-3 inhibition = -2%

(next part)
SMILES	Hsp70 inhibitors	MKP-3 inhibition
COc1ccc(N(C(=O)Cc2cccs2)C(C(=O)NC2CCCCC2)c2cccn2C)cc1OC (stereo not given)	-0.8%	x
O=C(COc1ccc(Cl)cc1Cl)Nc1ccc(S(=O)(=O)N2CCc3ccccc32)cc1	-2.7%	1%
Cn1c(N)c(C#N)c2c(c1=S)CSC(C)(C)C2	5.2%	6%
COc1cc2c(cc1NC(=O)c1ccccc1Br)oc1ccccc12	0.2%	-3%
NS(=O)(=O)c1ccc(CCNc2nc(CN3CCCCC3)nc3sc4c(c23)CCC4)cc1	0.9%	x
COc1ccc(/C=C2\CCc3ccccc3C2=O)cc1Cn1cccn1	4.4%	x
CCC(Oc1ccccc1)C(=O)Nc1ccncc1 (stereo not given)	2.2%	0%
O=C(O)c1cccc(NC(=O)c2ccc3c(c2)C(=O)N(CC2CCCO2)C3=O)c1 (stereo not given)	6.7%	x
Cc1ccc(C(=O)Nc2ccc(Cl)cn2)cc1	-1.9%	4%
CCOCCCN(CCC#N)S(=O)(=O)c1ccc(S(=O)(=O)N2CCCC2)cc1	6.6%	-9%
O=C(CCS(=O)(=O)c1ccc(Br)cc1)NC1CCCC1	2.4%	x
